# mHTT CaM bind – mHTT-calmodulin interaction abrogation; P42858; AlphaScreen His-mHTT/GST-CaM binding, luminescence; 3.6% of 190,000 active; inhibition, % at 15 µM;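 further: 0% = both proteins with DMSO and 100% = one protein alone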
# Pf apPOL inh – Pf-apPOL DNA polymerase inhibition | Recombinant Pf-apPOL, molecular beacon fluorescence, 1.5 h | inhibition, % at 10 µM | 0.25% of 210,000 active | AID 1794808
# An asterisk follows results filed as active; i = inactive; x = not tested or not shown; & = joins results of further samples. No stated cut-off is given here; in the data, active means inhibition above about 50%; inactive means the rest. This is a subset; count on the stated rates, not on these rows.
Structure,mHTT CaM bind,Pf apPOL inh
Cc1cc(Br)ccc1SCC(=O)O,-2,-14
Cc1nccn1-c1ccc(=O)n(CCNC(=O)c2csc(-c3ccccc3)n2)n1,-6,-5
Cc1cc(C(=O)NCC23CC4CC(CC(C4)C2)C3)c(C)o1,3,1
O=C(CCN1CCCC1)Nc1ccccc1,3,9
CC(C)(C)n1nc2c(c1NC(=O)c1ccc([N+](=O)[O-])cc1)CSC2,66*,4
O=C(CCCSc1ccc(F)cc1)Nc1ccc2c(c1)C(=O)NC2=O,0,1
CCCOc1c(Br)cc(C=C2C(=O)NC(=O)NC2=O)cc1OC,8,1
CN1C(=O)c2cccnc2Sc2cc(NC(=O)C3CC3)ccc21,2,3
CC(=O)N1CCN(c2nccnc2N(C)C)CC1,-8,-4
Cc1cccc(-n2nc3c(c2NC(=O)c2ccc(Br)cc2)CS(=O)(=O)C3)c1C,9,-5
O=C(Nc1ccc(Cl)cc1F)N1CCc2nc[nH]c2C1,4,-2
Cc1ccc(OCC(=O)O/N=C(\N)c2cccnc2)c(C)c1,i,11
O=S1(=O)c2c(cccc2N2CC[C@H](O)C2)O[C@@H]2CCN1C2,-8,1
O=C(Nc1nc(C(=O)N2CCN(c3ccccn3)CC2)co1)c1cnccn1,0,-7
Cc1ccccc1CS(=O)(=O)Cc1ccc(C(=O)NCCc2ccccc2)o1,0,-3
CCc1ccc(O)c(N=Cc2ccc(Cl)c([N+](=O)[O-])c2)c1,25,3
O=C(Nc1ccc([N+](=O)[O-])cc1)c1cccc(S(=O)(=O)N2CCCCC2)c1,12,-1
Cc1ccccc1C(=O)Nc1cc(-c2cc(C(C)(C)C)oc2C)nn1C,x,-2
Cc1ccc(C(=O)N2CC(C)C(c3nc(-c4ccncc4)no3)C2)c(C)c1 (centres undefined),4,4
Cc1onc(-c2c(Cl)cccc2Cl)c1NC(=O)NCC(c1ccc[nH]1)C(F)(F)F (centres undefined),x,-8
O=C(NC(Nc1ccccc1)C(Cl)(Cl)Cl)c1ccc(Cl)cc1 (centres undefined),16,-2
CN(CCc1ccccn1)C(=O)C1CCN(c2cnn(C)c(=O)c2)CC1,1,-6
Cc1cccc(-c2noc(-c3cccc([N+](=O)[O-])c3)n2)c1,3,5
Cc1oc2c(O)c(O)ccc2c(=O)c1-c1cnn(-c2ccccc2)c1,11,-9
Cc1ccc(C(=O)NCc2ccc(F)cc2)c(Cl)c1,-11,-1

# Single records (already shown). Values in the order: mHTT CaM bind	Pf apPOL inh
# Record of O=C(CCN1CCCC1)Nc1ccccc1 → 3	9
# Record of Cc1onc(-c2c(Cl)cccc2Cl)c1NC(=O)NCC(c1ccc[nH]1)C(F)(F)F (centres undefined) → x	-8

# Entries from the list above with an aryl thioether with sulfur outside any ring (two):
Structure,mHTT CaM bind,Pf apPOL inh
Cc1cc(Br)ccc1SCC(=O)O,-2,-14
O=C(CCCSc1ccc(F)cc1)Nc1ccc2c(c1)C(=O)NC2=O,0,1

# Next part
Structure,mHTT CaM bind,Pf apPOL inh
COc1cccc(CN2COc3ccc4c(c3C2)OC(=Cc2cc(OC)c(OC)c(OC)c2)C4=O)c1,11,8
COc1cccc(N2CCN(C(=O)c3ccc(-c4cccnc4)nc3)CC2)c1,3,-2
CC(C)n1c(=O)c2c(ncn2Cc2ccc(F)cc2F)n(-c2ccc(F)cc2)c1=O,5,-4
c1cnc2nc(-c3ccsc3)c(NC3CCCCC3)n2c1,28,-7
Cc1oc2c(CN3CCCCC3C)c(O)ccc2c(=O)c1-c1ccccc1 (centres undefined),5,1
Cc1ccc(N2C(=O)C3N=NN(CC(=O)Nc4cc(F)ccc4F)C3C2=O)cc1 (centres undefined),2,0
Cn1cc(S(=O)(=O)CC(=O)Nc2ccc(Br)cc2)c2ccccc21,4,0
O=C1NC(c2ccccc2)=NC1=Cc1ccccc1,x,3
CSc1ccccc1C(=O)N1CCN(Cc2nc(-c3ccc(F)cc3)cs2)CC1,7,-13
O=C(Nc1cc(-c2ccccn2)no1)C1CCCCC1,-6,0
COc1ccc(/C=c2\sc3nnc(-c4ccc(C)cc4)n3c2=O)cc1OC,5,-2
CCOC(=O)c1cncc(C#CCOC(=O)c2c(-c3c(Cl)cccc3Cl)noc2C)c1,x,-5&-1
O=C(CSc1nnc(-c2cccc(F)c2)n1-c1ccccc1)Nc1ccc(F)cc1,5,-2
O=C(Oc1ccccc1OC(=O)N1CCCCC1)N1CCCCC1,-4,-1
COc1cc(C)c(Br)cc1S(=O)(=O)N1CCC(C(N)=O)CC1,-11,0
CCc1ccc(C=C2Oc3c(ccc(O)c3CN3CCN(CCO)CC3)C2=O)cc1,26,-24
CC(C)(C)C(=O)N1CCN(C(C(=O)N2CCc3ccccc3C2)C2CCCC2)CC1 (centres undefined),35,-1
COc1ccc(CC(=O)N2CCCC2c2cccc(F)c2)cc1 (centres undefined),3,-3
COCCN1CCC(N2CCCN(S(=O)(=O)c3cccc(OC)c3)CC2)C1=O (centres undefined),12,6
NC(=O)c1ccccc1NC(=O)c1c(F)c(F)c(F)c(F)c1F,1,-2
O=C(COc1ncnc2cc(Cl)ccc12)c1ccc2c(c1)OCCO2,x,7&0
Cc1c(Cl)cccc1S(=O)(=O)NCCC1CCN(C(=O)c2ccccc2)CC1,53*,0
CCN1CCC2(CC1)N=C(c1ccccc1O)CC(c1ccc(Cl)cc1)N2 (centres undefined),60*,-2
O=C(c1ncoc1-c1ccccc1)N(Cc1ccccn1)Cc1ccccn1,x,-3
O=[N+]([O-])c1ccc(C(O)CN2CCN(c3ccccc3)CC2)cc1 (centres undefined),-5,2

# 5 entries from above in a different format.
# The line under a structure holds: mHTT CaM bind, Pf apPOL inh
- Cn1cc(S(=O)(=O)CC(=O)Nc2ccc(Br)cc2)c2ccccc21
 : 4, 0
- CCN1CCC2(CC1)N=C(c1ccccc1O)CC(c1ccc(Cl)cc1)N2 (centres undefined)
 : 60*, -2
- c1cnc2nc(-c3ccsc3)c(NC3CCCCC3)n2c1
 : 28, -7
- COc1ccc(/C=c2\sc3nnc(-c4ccc(C)cc4)n3c2=O)cc1OC
 : 5, -2
- O=C(Oc1ccccc1OC(=O)N1CCCCC1)N1CCCCC1
 : -4, -1

# Remaining list, next part.
Structure,mHTT CaM bind,Pf apPOL inh
COC(=O)c1ccc(C(=O)Nc2cccc(-c3ccn[nH]3)c2)cc1,-5,-6
Cc1cc(I)ccc1NC(=O)c1ccccc1[N+](=O)[O-],8,-2
CC1(C)C(CNC(=O)N2CCCCC2)CC1CNC(=O)N1CCCCC1 (centres undefined),0,3
O=[N+]([O-])c1ccc(NNc2ccccc2)c([N+](=O)[O-])c1,69*,x
O=c1[nH]n2cc(-c3[nH]ncc3[N+](=O)[O-])cnc2c1[N+](=O)[O-],0,x
CCOCCCNC(=O)N1CCC2(CC1)c1cccn1-c1ccc(C)cc1N2CC,93*,4
CCN(C)C1=Nc2ccccc2Oc2ccc(NC(=O)C3CC3)cc21,10,1
O=C(c1c(F)cccc1F)N1CCCC2(C1)NC(=O)N(Cc1ccccc1)C2=O (centres undefined),3,-2
COc1cc(Cl)c(C)cc1NC(=O)C1CCN(c2nccc(C)n2)CC1,-5,-1
O=[N+]([O-])c1cccc(C=Nc2nc3c(s2)CCCC3)c1,19,-2
Cc1oc(C2CCN(C(=O)c3ccc(F)c(F)c3)CC2)nc1C(=O)N(C)C,5,0
CCc1noc(-c2cccn2CC(=O)OC)n1,-3,0
CN1CCN(CCSc2ccc(Cl)cc2)CC1,-2,0
Nc1nonc1NC(=O)CSC1=NCCS1,-4,x
CC1(C)CC(=O)C2=C(C1)Nc1ccccc1NC2c1ccccc1F (centres undefined),7&3,10&-2
Cc1cc(I)ccc1NC(=O)c1ccc(Cl)cc1,-3,0
Cc1cccc(NC(c2ccc(Cl)cc2)c2ccc3cccnc3c2O)n1 (centres undefined),98*,-12
CCc1nc(C2CCCN2S(=O)(=O)c2c(C)noc2C)n[nH]1 (centres undefined),-4,3
CCCc1cc2c(=O)c(-c3ccc4c(c3)OCCO4)coc2cc1OC(=O)CC,-7,4
Cc1cc(N2CCOCC2)nc2ccc(NC(=O)CCC(=O)N(C)c3cccc(Cl)c3)cc12,-1,-9
COc1ccc2oc(-c3ccc(C)cc3)cc(=O)c2c1,8&-1,-7&-2
COc1ccccc1OCc1nc(C#N)c(NCc2cccnc2)o1,1,-12
COc1cccc(C=C2Oc3c(ccc4c3CN(Cc3ccncc3)CO4)C2=O)c1OC,49,-8
Nc1ncnc(NCCCN2CCOCC2)c1[N+](=O)[O-],-5,0
CCSc1nccc(=O)[nH]1,-9,6

Structure,mHTT CaM bind,Pf apPOL inh
O=C(CCC(=O)N1Cc2cccn2-c2ccccc21)NCc1ccccc1F,8,-2
CC(C)(C)NC(=O)C1CC(=O)N(c2ccc(F)cc2)C1 (centres undefined),-3,-3
O=[N+]([O-])c1c(N2CCCC2)ncnc1N1CCCC1,4&4,8&4
CNC(=O)C1CCCN1C(=O)Nc1ccccc1 (centres undefined),1,1
COc1cc2c(cc1OC)C(c1ccc(OC)c(OC)c1OC)N(C)CC2 (centres undefined),-4,-5
O=C1C(=O)N(Cc2c(Cl)cccc2Cl)c2ccccc21,31,0
O=C(c1ccccc1C(F)(F)F)N1CCN(S(=O)(=O)C2CC2)CC1,-18,-5
O=C(Nc1ccc(F)cc1F)N1CCC(N2CCN(Cc3ccccc3)C2=O)CC1,7,-8
O=C1CNC(=S)N1Cc1ccco1,x,4
Cc1c(NC(=O)CSc2ccc(Cl)cc2)c(=O)n(-c2ccccc2)n1C,3,1
Cn1cnc([N+](=O)[O-])c1NCCN1CCNC1=O,x,-8
O=C(Cc1ccccc1)Nc1ccc(N2CCN(C(=O)C3CC3)CC2)nc1,-1,2
O=C(NCCCN1CCCc2ccccc21)C1CCCN(c2cn[nH]c(=O)c2)C1 (centres undefined),35,2
Cc1ccccc1CC(=O)Nc1nnc(C2CC(=O)N(c3ccc(F)cc3)C2)o1 (centres undefined),15,-5
O=C(Nc1cc(-c2cccs2)no1)C1(c2ccccc2)CC1,-15,5
CC12c3ccccc3C(C)(c3ccccc31)C1C(=O)NC(=O)C12 (centres undefined),8,-2
COc1cc2c3c(c1OC)C1(C=CC(=O)C=C1)CC3NCC2 (centres undefined),x,-8
CCCCC(C(N)=O)C1=NC(C)(C)Cc2ccccc21 (centres undefined),-4&-1,-2&-2
COc1ccc(C(=O)Nc2c3c(nn2-c2cccc(Cl)c2)CSC3)cc1,35,-6
COc1cccc(-c2cc(C(=O)Nc3ccncc3)c3ccccc3n2)c1,8,-6
O=C(Nc1ccc2c(c1)OCCO2)c1ccc2nonc2c1,x,-2
CCCOc1ccc2c(oc(=O)c3ccccc32)c1C,-6,4&-2
COc1cc(/C=c2\sc3nc(-c4cccs4)nn3c2=O)cc(OC)c1OC,-2,2
O=C(COC(=O)c1ccc(Cl)cc1NC(=O)c1ccc(Cl)cc1)c1ccccc1,x,1
CC(C)CCNC(=O)N1CCCCCC1c1cccs1 (centres undefined),-8,4

Structure,mHTT CaM bind,Pf apPOL inh
CC(=O)Oc1ccc(N2C(=O)CC(Nc3ccc(N4CCOCC4)cc3)C2=O)cc1 (centres undefined),6,1
Cc1cc(OCC(=O)Nc2ccccc2Cl)nc(N2CCC(C)CC2)n1,-2,3
O=C(CCCCCN1C(=O)c2ccccc2C1=O)Nc1ccc(Br)cc1,-3,1
CCCc1nc2cccnc2n1C1CCN(C(=O)Cc2cccc(F)c2)C1 (centres undefined),8,2
Cc1noc(C=Cc2cc(Cl)cc(Cl)c2)c1[N+](=O)[O-],x,-3
NC(=O)c1cccc(N=c2oc3ccccc3cc2-c2nc3ccccc3[nH]2)c1,33,-2
COc1ccc(N2C(=O)C3C4c5ccccc5C(C(C)O)(c5ccccc54)C3C2=O)cc1 (centres undefined),4,-7
CCN(CC)S(=O)(=O)c1ccc(Cl)c(C(=O)NC)c1,-6,-3
Cc1ccccc1NC(=O)CN1C(=O)C(c2ccc(F)cc2)=NC12CCCC2,-6,-1
Cc1nn(C)c2c(N3CCCC(C(=O)NCc4ccc(F)cc4Cl)C3)nccc12 (centres undefined),-2,-6
COc1cccc(C=C2Oc3cc(OC(=O)C(C)(C)C)ccc3C2=O)c1OC,-1,3
CCOc1ccccc1C(=O)Nc1ccc(C)cc1Br,-28,-6
Cc1cccc(CN2CCCn3nc(C(=O)NCc4ccc(F)cc4)cc3C2=O)c1,-1,0
CSC(=N)N,x,10
COc1ccc(CCNC(=O)NCC(O)C2CCCCC2)cc1 (centres undefined),-8,-3
COc1cc(C)c(S(=O)(=O)NCCCN2CCOCC2)cc1C,-1,-23
COc1ccc(N=Cc2nc(-c3ccc([N+](=O)[O-])cc3)oc2O)c([N+](=O)[O-])c1,2,-2
COc1ccc(CCNC(=O)CN2N=C(c3ccc(Cl)cc3)CCC2=O)cc1OC,15,-18
Cc1ccc(-c2noc(-c3c(O)c4ccccc4n(C)c3=O)n2)cc1,-1,-2
Cc1cc(C)nc(N=C(N)Nc2cccc([N+](=O)[O-])c2)n1,-2,-2
Cc1cccc(C(=O)Nc2ccccc2C(F)(F)F)c1,-11,5
CC(C)(C)c1nnc(NC(=O)CSc2ncn[nH]2)s1,-3,-11
Cc1ccc(NS(=O)(=O)c2n[nH]c(C)c2C(=O)NCc2ccc(F)cc2F)cc1,-6,-11
COc1ccc(OC)c(C2CC(=O)Nc3n[nH]c(-c4ccc(Cl)cc4)c32)c1 (centres undefined),-2,1
COc1ccc(NC(=O)C2CC(c3cccc(Br)c3)=NO2)cc1OC (centres undefined),5,0
Cc1ccc(Oc2ncccc2NC(=O)c2ccc(C(F)(F)F)nc2C)c2c1CCC2,x,-2

# Screening data (PubChem)
